Compound activity: PubChem BioAssay, Sanford-Burnham Center for Chemical Genomics
APJ ag: agonists of human apelin receptor APJ, primary screen, CHO-K1 cells, PathHunter beta-arrestin, luminescence | actives 0.11% (n = 330,000) | P35414 | 0% DMSO wells, 100% apelin | activation, % at 20 µM;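 active means activation more than six SD over the plate average, tested at 20 µM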;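 further: 0% = DMSO alone and 100% = apelin-13 at 10 nM; some results filed as inactive read as strong as hits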
Target sequence (P35414 whole entry, looked up): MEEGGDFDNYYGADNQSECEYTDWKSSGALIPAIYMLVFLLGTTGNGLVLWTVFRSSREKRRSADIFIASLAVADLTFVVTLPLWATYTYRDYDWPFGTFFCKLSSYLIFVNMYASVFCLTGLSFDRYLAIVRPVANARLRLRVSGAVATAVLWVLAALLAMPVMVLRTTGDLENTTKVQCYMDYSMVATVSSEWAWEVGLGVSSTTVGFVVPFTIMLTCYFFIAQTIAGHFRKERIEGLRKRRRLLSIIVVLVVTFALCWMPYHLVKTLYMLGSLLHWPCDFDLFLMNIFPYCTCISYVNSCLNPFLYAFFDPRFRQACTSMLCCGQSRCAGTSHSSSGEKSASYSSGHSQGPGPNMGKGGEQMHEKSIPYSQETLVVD
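system = engineered CHO-K1 APJ arrestin reporter cells | input = 1000 cells per well | timing = overnight seeding, 90 min compound at 25 °C, 1 h detection | measured by = enzyme-fragment complementation luminescence | read-out = beta-arrestin recruitment to APJ as agonist activity, luminescent signal | control set = negative DMSO alone, positive Apelin-13 at 10 nM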
697 NFkB inh: inhibitors of PMA/ionomycin-induced NF-kB reporter, 697 cells, primary screen, B-cell NF-kB inhibitor project, cell-based, luminescence, uHTS; inhibition, % at 4 µM; 697 B-cell NF-kB luciferase reporter, 16 h; AID 435022, 2010; actives 0.33% (n = 330,000); in the data active means inhibition above about 35%
APJ antag: antagonists of human apelin receptor APJ, primary screen, CHO-K1 cells, beta-arrestin complementation, luminescence; AID 2521, 2010; actives 0.32% (n = 330,000); inhibition, % at 20 µM; P35414;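 active means inhibition above about 40% at 20 µM, limit read from the data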;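 further: cells challenged with 10 nM apelin-13 agonist together with compound; plate controls were apelin-13 plus DMSO wells for no effect and DMSO wells lacking apelin-13 for full effect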
CHOP UPR activ: activators of apoptotic CHOP UPR arm, primary screen, cell-based, CHO-CHOP luciferase reporter, luminescence, uHTS. activation, % at 10 µM. actives 0.34% (n = 330,000). UPR activation; percent of tunicamycin response over DMSO baseline;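 active means at 10 µM dose, activation of 40% or more, normalized to positive control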;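 further: 100% = tunicamycin at 10 µg/mL and 0% = DMSO alone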
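Material: CHO-CHOP cells, stable luciferase reporter of PERK-eIF2a-CHOP signalling; quantity: 500 reporter cells seeded per well; buffer or medium: F12 medium containing 10% fetal bovine serum; compound: one dose, 10 µM in 0.5% DMSO; incubation: 6 h compound treatment, 37 °C; measured by: Steady-Glo luciferase luminescence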
Mdm2 MdmX PPI: inhibitors of human Mdm2-MdmX association, primary screen, cell-based, luminescence, split luciferase, SaOS-2, uHTS | Protein Mdm4 (Homo sapiens) + E3 ubiquitin-protein ligase Mdm2 (Homo sapiens), … | inhibition, % at 8 µM | SaOS-2 split-luciferase Mdm2/MdmX complementation | actives 3% (n = 330,000) | AID 485346, 2010;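 active means inhibition of at least 50% at 8 µM in the primary screen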
tim23-1 inh: growth inhibitors of tim23-1 mutant yeast, primary screen, luminescence, uHTS. S. cerevisiae tim23-1 growth, BacTiter-Glo luminescence, 24 h. inhibition, % at 20 µM. actives 1.3% (n = 330,000). AID 463212, 2010;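 active means growth inhibition of the mutant yeast at or above 50%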;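 further: temperature-sensitive mutant grown at 25 °C; plate controls were DMSO-treated mutant yeast for no effect and medium wells lacking yeast for full effect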
Jurkat NFkB inh: inhibitors of induced NF-kB luciferase reporter, primary screen, TCR NF-kB activation inhibitor project, cell-based, luminescence, uHTS; actives 0.53% (n = 330,000); Jurkat, PMA/ionomycin-induced NF-kB luciferase reporter; inhibition, % at 4 µM; in the data active means inhibition above about 50%
UPR XBP1 act: activators of adaptive XBP1 UPR arm, primary screen, cell-based, CHO-XBP1 luciferase reporter, luminescence, uHTS | IRE1-XBP1 UPR activation; percent of tunicamycin response, DMSO as zero | activation, % at 20 µM | actives 0.33% (n = 330,000);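 active means versus positive control, 20 µM dose yields 30% or more activation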;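 further: 100% = tunicamycin at 10 µg/mL and 0% = DMSO only wells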
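incubation = overnight seeding at 37 °C, 6 h compound treatment at 37 °C | assay system = CHO-XBP1 cells stably carrying IRE1-XBP1-driven luciferase reporter | input = 1000 cells per well | detection = luciferase luminescence | dosing = single point, 20 µM final compound, 1% DMSO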
An asterisk follows results filed as active.

SMILES	APJ ag	697 NFkB inh	APJ antag	CHOP UPR activ	Mdm2 MdmX PPI	tim23-1 inh	Jurkat NFkB inh	UPR XBP1 act
CCOC(=O)C1C(O)=CC(=O)CC1c1ccccc1 (stereo not drawn)	-4	17	4	-2.3	4	5	-12	-2
O=S1(=O)[C@H]2C[C@@H]3C=C[C@@]2(CN1Cc1ccccc1F)O3	9	13	2	-0.5	21	-14	11	-2
COc1ccc(Br)c(OC)c1C(=O)NC(=O)Nc1c(F)cccc1F	-3	12	-7	0.3	-19	40	-13	-6
O=C(Nc1cccc(C(F)(F)F)c1)C1(c2ccccc2)CC1	-4	8	-2	-0.8	17	22	0	1
Cc1cc2c(c(SCC(N)=O)n1)C(=O)OC2	0	7	10	1.5	16	0	-2	0
CCCC(=O)NC(C)c1nc2ccccc2n1C(C)C (stereo not drawn)	3	-12	14	0.6	-18	4	6	1
CC1=C(C)CC(C(=O)N2CCN(Cc3ccc4c(c3)OCO4)CC2)C(C(=O)O)C1 (stereo not drawn)	-3	17	11	-3.2	7	48	12	-2
CCOc1ccc(NC(=O)C2CCN(S(=O)(=O)c3c(C)n[nH]c3C)CC2)cc1	1	7	1	1.5	24	-10	-8	1
CC[C@@]1(C(=O)OC)N[C@H](CN(C)S(=O)(=O)c2ccc(OC(F)(F)F)cc2)[C@@H]2C(=O)N(C)C(=O)[C@@H]21	-3	9	-7	-1.4	9	-2	-1	-1
O=C(COC(=O)Cc1cccs1)Nc1ccc(OC(F)(F)F)cc1	3	12	18	1.3	-9	13	15	-1
Cc1cc(C(=O)Nc2cc(C(C)(C)C)on2)c(C)o1	3	-57	13	5.0	-31	26	-40	9
CC(=O)COc1cc(C)cc2oc(=O)cc(-c3ccccc3)c12	-3	26	-9	0.0	17	-13	7	-3
Cc1cc(-c2cccc([N+](=O)[O-])c2)nc2ccccc12	-2	6	2	1.6	-5	-12	-7	5
COc1cccc(NS(=O)(=O)c2c(C)nc3sccn3c2=O)c1	0	-4	-1	1.4	20	17	-4	0
Cc1oc(-c2ccccc2)nc1Cn1cccc1C1=NC(c2ccccc2)CO1 (stereo not drawn)	-7	-8	5	-2.7	21	19	7	-3
Brc1ccc(C2C3=C(Nc4ncnn42)c2ccccc2OC3c2ccncc2)cc1 (stereo not drawn)	-1	-20	-5	-2.1	29	38	-1	6
N#C/C(=C1\CCCN1)c1nc(-c2ccccc2)cs1	-4	-25	11	2.2	-5	23	-24	3
CN1CCN(C(=O)c2ccc(C3SCC(=O)N3Cc3ccco3)cc2)CC1 (stereo not drawn)	-2	-22	1	-1.5	17	3	-7	-2
O=C(CSc1nc(-c2ccccc2)ns1)N1CCOCC1	1	-57	-10	-0.4	-39	5	-85	1
COc1cccc(-c2cc(C(F)(F)F)nc(N3CCC(C)CC3)n2)c1	-1	-1	6	-0.1	-7	9	1	-1
CCN(CC(=O)NCc1cccs1)C(=O)c1ccc(S(=O)(=O)Nc2ccccc2OC)cc1	17	-11	-58	-0.5	17	15	-7	3
NS(=O)(=O)c1ccc(CCNC(c2ccccc2)c2ccccc2)cc1	-3	9	22	0.7	-6	4	13	0
CCOC(=O)CSC1=C(C#N)C(c2ccccc2)C(C(C)=O)=C(C)N1 (stereo not drawn)	2	-10	-13	-0.8	21	27	-2	-5
COc1ccc(CNC(=O)CN2C(=O)NC3(CCCc4sccc43)C2=O)cc1OC (stereo not drawn)	4	0	0	-1.3	6	2	-8	-1
Cc1ccc2nc(NC(=O)CN3C(=O)NC4(CCCC4)C3=O)sc2c1	7	-11	14	1.7	-25	-5	-5	3
O=C(c1cccc(F)c1)N1CCCc2ccccc21	-4	11	8	-1.0	4	5	3	0
CCN(C(=O)CN1CCOCC1)C1(C)C(=O)c2ccccc2C1=O	-3	10	2	-0.6	27	9	-6	-3
COc1ccc(-n2c(=S)[nH]c(=O)c3cccnc32)cc1	-4	0	8	0.0	-1	7	-2	3
CC(Oc1ccc(Br)cc1)C(=O)Nc1nc(-c2ccccn2)cs1 (stereo not drawn)	-20	1	39	4.3	80*	70*	4	3
CN(C)N=Nc1ccc(S(=O)(=O)NC(Cc2ccccc2)C(=O)O)cc1 (stereo not drawn)	-4	2	3	0.0	-20	6	7	-6
CCCC(=O)Nc1ccc2c(c1)nc1n2CCN(C2CCCCC2)C1	2	-29	4	1.0	-32	11	-12	1
CCOC(=O)c1c(/N=C/N(C)C)sc(C)c1C	-4	1	13	-0.5	26	1	4	4
c1ccc(Oc2cccc(OCCCCN3CCCC3)c2)cc1	-3	-35	12	0.0	7	0	-18	3
CN(C)C(=S)SCC(=O)NCc1ccc(F)cc1	-3	13	5	5.4	-1	-3	-15	0
CCOc1cccc(C(=O)Nc2ccccc2C(=O)N2CCOCC2)c1	-2	16	19	0.4	-1	6	4	-4
Cc1ccc(Br)cc1S(=O)(=O)N1CCN(c2ccccc2)CC1	-6	20	9	0.0	3	19	17	-7
Cc1oc(C(=O)O)cc1COc1ccc2c3c(c(=O)oc2c1C)CCC3	-4	-4	2	-0.9	1	16	0	-1
Cc1ccc(S(=O)(=O)Oc2ccc(/C=C(/NC(=O)c3ccccc3)C(=O)Nc3ccccc3)cc2)cc1	-2	7	-2	-1.6	20	-7	2	-1
O=c1[nH]c(C2CCN(S(=O)(=O)c3ccccc3F)CC2)nc2c1nnn2Cc1ccc(OC(F)(F)F)cc1	1	-33	28	1.2	5	3	9	1
CCOC(=O)c1sc2nc(SCC#N)n(CCCN3CCCC3=O)c(=O)c2c1C	-5	23	-7	-2.1	38	31	5	-1

Fetched by compound from the list above, 3 records:
SMILES	APJ ag	697 NFkB inh	APJ antag	CHOP UPR activ	Mdm2 MdmX PPI	tim23-1 inh	Jurkat NFkB inh	UPR XBP1 act
CCOC(=O)CSC1=C(C#N)C(c2ccccc2)C(C(C)=O)=C(C)N1 (stereo not drawn)	2	-10	-13	-0.8	21	27	-2	-5
CCOC(=O)c1sc2nc(SCC#N)n(CCCN3CCCC3=O)c(=O)c2c1C	-5	23	-7	-2.1	38	31	5	-1
NS(=O)(=O)c1ccc(CCNC(c2ccccc2)c2ccccc2)cc1	-3	9	22	0.7	-6	4	13	0

Back to the main list with the three entries that preceded the break.
SMILES	APJ ag	697 NFkB inh	APJ antag	CHOP UPR activ	Mdm2 MdmX PPI	tim23-1 inh	Jurkat NFkB inh	UPR XBP1 act
Cc1ccc(S(=O)(=O)Oc2ccc(/C=C(/NC(=O)c3ccccc3)C(=O)Nc3ccccc3)cc2)cc1	-2	7	-2	-1.6	20	-7	2	-1
O=c1[nH]c(C2CCN(S(=O)(=O)c3ccccc3F)CC2)nc2c1nnn2Cc1ccc(OC(F)(F)F)cc1	1	-33	28	1.2	5	3	9	1
CCOC(=O)c1sc2nc(SCC#N)n(CCCN3CCCC3=O)c(=O)c2c1C	-5	23	-7	-2.1	38	31	5	-1
CCOC(=O)c1sc(=NC(=O)c2ccc(S(=O)(=O)N(C)c3ccccc3)cc2)n(C)c1C	-1	-24	-9	2.0	63*	5	-17	4
COC(=O)NNC(=O)CCCOc1ccc(Cl)cc1Cl	-2	2	-8	-0.3	1	11	12	1
O=C(CSc1nc2ccccc2[nH]1)Nc1ccc(N2CCOCC2)cc1	0	-7	1	3.0	24	10	1	0
Cc1cccc(N2CC(C(=O)Nc3ccc4c(c3)OCCO4)CC2=O)c1C (stereo not drawn)	-4	-2	4	0.4	25	12	10	-11
Cc1ccc(N2CC(C(=O)Nc3ccc(S(=O)(=O)N4CCCC4)cc3)CC2=O)cc1 (stereo not drawn)	4	20	11	1.0	1	9	17	0
O=C(NCc1ccco1)/C(=C/c1cccc(C(F)(F)F)c1)c1nc2ccccc2[nH]1	-1	1	-2	2.8	83*	25	1	-1
Fc1ccccc1C1c2[nH]c3ccccc3c2CCN1Cc1ccoc1 (stereo not drawn)	-2	-6	13	11	1	20	6	3
CC1(C)C(C=C(Cl)Cl)C1C(=O)N(Cc1ccc(Cl)cc1)C1CCS(=O)(=O)C1 (stereo not drawn)	-4	14	1	0.0	7	15	9	-1
CC(NC(=O)C1=CC=CN2CCS(=O)(=O)N=C12)c1ccc(Cl)c(Cl)c1 (stereo not drawn)	0	0	5	1.2	-5	8	10	-1
COc1cccc(-n2c(C)n[nH]c2=O)c1	-2	-11	10	0.9	0	-1	3	-1
Cc1cc(C)c(C(=O)OCC(=O)NC(=O)c2ccccc2)c(C)c1	1	19	1	0.2	-7	9	3	-1
COc1ccc(CCNS(=O)(=O)c2cc(C(=O)O)c(Cl)cc2Cl)cc1	-3	13	-2	1.7	-13	-2	9	5
Cc1ccnc(NS(=O)(=O)c2ccc(NC(=O)CSc3nc(-c4ccccc4)cc(=O)[nH]3)cc2)n1	-1	7	-21	2.2	27	-1	-4	-3
CCOC(=O)Cc1csc(Nc2ccc(Cl)cc2)n1	1	-31	-10	1.6	31	40	-31	3
CC(C)C(OC(=O)c1ccco1)C(=O)NC1CCCC1 (stereo not drawn)	-3	2	17	0.5	4	6	9	-5
Cc1ccc(NC(=O)NNC(=O)COc2ccc3ccccc3c2)cc1	3	5	13	2.2	5	-18	-7	-3
CC(c1ccon1)N(C)C(=O)CCc1nnc(Cc2ccc(-c3ccccc3)cc2)o1 (stereo not drawn)	-2	-6	-13	2.9	-9	-6	-10	-5
COc1ccc(NC(=O)CCC(=O)c2ccc(-c3ccccc3)cc2)cc1	-2	-18	-3	-0.3	6	-2	-15	3
COCCn1nnnc1CN(CCc1ccc(OC)c(OC)c1)Cc1cc2ccc(C)cc2[nH]c1=O	-2	16	-10	2.3	11	15	6	2
COC(=O)N1[C@H](C)C=C[C@]1(Cc1ccccc1)C(=O)OC	-7	14	3	0.6	26	16	17	2
Cc1cc(NC(=O)NN2CCOCC2)nn1-c1c(Cl)cc(Cl)cc1Cl	3	-2	15	0.5	7	11	1	6
CC(C)CCOc1ccccc1C(N)=O	-1	-9	13	-3.5	-19	8	-5	0
Cc1ccc(CN(Cc2cc3cc(C)ccc3[nH]c2=O)C(=O)N2CCOCC2)cc1	6	2	10	-1.9	11	16	11	2
CC1(C)C(=O)Nc2ccccc2N1C(=O)CN1C(=O)NC(CCc2ccccc2)C1=O (stereo not drawn)	-2	0	-4	-2.6	34	-12	1	-1
Cc1ccc(NC(=O)c2scc3c2CCCC3)cc1	-3	-226	-1	3.7	-209	48	-231	-3
Cc1ccc(Sc2nc3c(c(=O)[nH]c(=O)n3C)n2CCc2ccccc2)cc1	-2	14	10	1.6	-4	16	2	0
COc1ccccc1NC(=O)CN1CCN(CC(=O)Nc2ccc(C)c(F)c2)CC1	-2	13	-11	1.9	2	14	1	0
Cc1nc2ccccn2c1C(=O)N/N=C/c1cc(C)n(-c2ccc(Br)cc2)c1C	-1	12	-4	1.3	14	60*	8	2
Cc1c(C(=O)N2CCOCC2)c(S(=O)(=O)Nc2cccc(Br)c2)c(C)n1C	2	-88	-1	0.7	-24	-4	-12	-4
O=C(O)/C=C\C(=O)Nc1cccc(NC(=O)c2ccccc2)c1	-3	4	-4	0.4	3	22	-30	-2

An excerpt from above, showing only 697 NFkB inh and APJ ag:
SMILES	697 NFkB inh	APJ ag
Cc1c(C(=O)N2CCOCC2)c(S(=O)(=O)Nc2cccc(Br)c2)c(C)n1C	-88	2
O=C(O)/C=C\C(=O)Nc1cccc(NC(=O)c2ccccc2)c1	4	-3
